# From PubChem
# Tb MetRS inh – T. brucei MetRS inhibitors, primary screen, biochemical, luminescence; purified T. brucei MetRS, ATP depletion, Kinase-Glo luminescence; inhibition, % at 11.9 µM; methionyl-tRNA synthetase (Trypanosoma brucei brucei); 0.4% of 360,000 active;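 active means inhibition above a per-plate cutoff of the control wells' mean inhibition plus 3 SD, cut at about 5.5% in these data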;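 further: 0% = DMSO wells median and 100% = median of wells with control inhibitor compound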
#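 technique = Kinase-Glo luminescence, ATP depletion format | system = purified MetRS (methionyl-tRNA synthetase) enzyme from Trypanosoma brucei | timing = 15 min preincubation, 2 h reaction, all 25 °C | evaluation = percent inhibition versus plate control medians | dosing = single dose, 11.9 µM final nominal, 0.9% final DMSO | also added = substrates ATP, L-methionine and bulk Escherichia coli tRNA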
# MsrA act – bovine MsrA enzyme activators, primary screen, biochemical, absorbance, HTS; Methionine sulfoxide reductase A (Bos taurus); purified bovine MsrA, absorbance read-out; activation, % at 10.6 µM; 0.3% of 360,000 active; AID 602163, 2012; in the data active means activation above about 7.5%;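 further: 0% = vehicle and 100% = reference activator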
# MsrA inh – bovine MsrA enzyme inhibitors, primary screen, biochemical, absorbance, HTS. purified bovine MsrA, absorbance read-out. inhibition, % at 15.5 µM. Methionine sulfoxide reductase A (Bos taurus). AID 651718, 2012. 0.75% of 360,000 active; in the data active means inhibition above about 4.5%;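 further: 0% = vehicle wells with enzyme and 100% = reference inhibitor wells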
# Neddyl block – inhibitors of cullin neddylation, primary screen, biochemical, TR-FRET, uHTS, NAE and Ubc12 | 0.58% of 360,000 active | calls only at 25 µM | NEDD8-conjugating enzyme Ubc12 (Homo sapiens) + NEDD8-activating enzyme E1 regulatory … | AID 651699, 2012; in the data active means inhibition above about 36%
# CSN deneddyl inh – inhibitors of CSN-mediated cullin deneddylation, primary screen, biochemical, fluorescence polarization, uHTS; COP9 signalosome complex subunit 5 (Homo sapiens), Q92905; Purified CSN, SCF-Nedd8-OG deneddylation; inhibition, % at 12.5 µM; 0.38% of 360,000 active;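 active means pattern-corrected inhibition above about 35%, with an unprinted fluorescence ratio check between 0.5 and 1.5, limit read from the data, passing the limit was not always enough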;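 further: 0% = enzyme with substrate and 100% = substrate without enzyme; some results filed as inactive read as strong as hits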
# Target sequence (Q92905 whole entry, looked up, one chain of several): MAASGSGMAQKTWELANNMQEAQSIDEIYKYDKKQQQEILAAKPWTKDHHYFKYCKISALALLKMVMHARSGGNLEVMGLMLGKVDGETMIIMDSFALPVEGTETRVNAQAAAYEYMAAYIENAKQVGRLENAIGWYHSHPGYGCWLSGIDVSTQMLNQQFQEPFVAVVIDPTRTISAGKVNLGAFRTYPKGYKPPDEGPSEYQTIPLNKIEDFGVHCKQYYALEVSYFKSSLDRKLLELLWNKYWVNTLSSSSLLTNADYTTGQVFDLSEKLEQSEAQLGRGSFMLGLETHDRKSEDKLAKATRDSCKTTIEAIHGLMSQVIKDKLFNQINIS
#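 Assay system: HEK293T-derived human Csn5 enzyme; quantity: 0.24 nM enzyme; medium: Tris/NaCl/DTT buffer, pH 7.5; also added: substrate SCFSkp2-Nedd8OG, 10 nM; doses: 12.5 µM compound; schedule: 90 min reaction at room temperature; signal: FP; read-out: % inhibition of substrate cleavage by Csn5; benchmarks: substrate-only high control, full reaction low control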
# Rin1 Abl inh – inhibitors of Rin1-Abl protein binding, primary screen, biochemical, TR-FRET. inhibition, % at 7.35 µM. 0.4% of 360,000 active. AID 588664, 2011; in the data active means inhibition above about 5%, passing the limit was not always enough
# eLon inh – inhibitors of E. coli Lon protease, primary screen, biochemical, fluorescence polarization; purified E. coli Lon protease; inhibition, % at 7.94 µM; 0.42% of 360,000 active; P0A9M0; in the data active means inhibition above about 13%, passing the limit was not always enough;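 further: 0% = enzyme with probe and DMSO and 100% = no enzyme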
# PABP1 MLLE inh – inhibitors of PABP1 MLLE–PAM2 peptide binding, primary screen, biochemical, fluorescence polarization, FITC-PAM2, GST-MLLE; inhibition, % at 20 µM; Polyadenylate-binding protein 1 (Homo sapiens), P11940; AID 588489, 2011; 0.36% of 360,000 active; in the data active means inhibition above about 35%, passing the limit was not always enough;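 further: plate controls were DMSO wells with GST-MLLE for no effect and wells lacking GST-MLLE protein for full effect; some results filed as inactive read as strong as hits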
# Target sequence (P11940 whole entry, looked up): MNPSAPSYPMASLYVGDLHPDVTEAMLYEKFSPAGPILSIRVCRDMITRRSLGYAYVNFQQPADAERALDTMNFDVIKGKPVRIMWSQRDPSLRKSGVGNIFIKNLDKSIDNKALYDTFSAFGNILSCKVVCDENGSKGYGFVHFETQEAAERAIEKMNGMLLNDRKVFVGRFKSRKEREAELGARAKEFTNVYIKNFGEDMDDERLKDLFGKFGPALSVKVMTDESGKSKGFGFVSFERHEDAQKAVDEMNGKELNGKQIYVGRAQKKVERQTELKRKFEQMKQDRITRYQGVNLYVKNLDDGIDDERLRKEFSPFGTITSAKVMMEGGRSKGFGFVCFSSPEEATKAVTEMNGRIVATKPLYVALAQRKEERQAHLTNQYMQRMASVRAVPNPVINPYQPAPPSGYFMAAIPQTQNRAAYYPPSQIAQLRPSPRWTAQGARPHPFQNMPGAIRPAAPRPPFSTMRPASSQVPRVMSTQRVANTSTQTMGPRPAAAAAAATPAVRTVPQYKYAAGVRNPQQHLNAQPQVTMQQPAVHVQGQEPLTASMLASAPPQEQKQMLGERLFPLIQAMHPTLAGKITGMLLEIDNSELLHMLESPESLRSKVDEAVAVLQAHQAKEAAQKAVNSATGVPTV
# FAS-TE inh – FAS thioesterase domain inhibitors, primary screen, biochemical, fluorescence intensity, uHTS. Fatty acid synthase (Homo sapiens), P49327. recombinant FAS-TE, OMFH fluorogenic substrate, fluorescence endpoint. inhibition, % at 15 µM. 0.67% of 360,000 active;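 active means compounds whose normalised, plate-corrected inhibition of enzyme fluorescence in the single-dose primary screen is 50% or more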;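 further: 0% = DMSO with enzyme and 100% = substrate without enzyme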
# * = called active by the depositor; i = inactive; nt = not tested or not shown; & = joins results of further samples.
SMILES,Tb MetRS inh,MsrA act,MsrA inh,Neddyl block,CSN deneddyl inh,Rin1 Abl inh,eLon inh,PABP1 MLLE inh,FAS-TE inh
COc1ccc(Nc2ccc(N3C(=O)CC(C)C3=O)cc2[N+](=O)[O-])cc1OC (stereo not drawn),-0.8,-7,1.2,i,-1,-8,5,2,1
CC1S/C(=N/N=C/c2ccco2)N(Cc2ccc(F)cc2)C1=O (stereo not drawn),0.0,-4,0.5,i,5,2,-7,-20,23
COc1ccccc1NC(=O)c1nnn(CC(=O)Nc2cc(C)cc(C)c2)c1N,0.0,-5,0.6,i,-1,-1,-1,4,-6
Cc1ccoc1C(=O)Nc1cccc2ccccc12,-0.3,-2,1.0,i,-3,-2,9,-5,0
COc1cc([N+](=O)[O-])ccc1NC(=O)CSc1n[nH]c(C(C)C)n1,-0.2,-3,-1.4,i,-1,-1,-4,-8,-2
COc1ccc(N2C(=O)C(Cl)=C(Nc3c(C)n(C)n(-c4ccccc4)c3=O)C2=O)cc1,-0.3,-3,0.9,i,0,1,0,8,14
Cc1nc2cc(Cl)c(Cl)cc2n1-c1ccccn1,0.6,-1,-1.2,i,-4,-2,2,-1,0
CC1=CC(=O)C2=C(C)CCC3C(C)C(=O)OC3C12 (stereo not drawn),0.0,-2,-1.4,i,4,2,-1,12,-6
Cc1ccc(C(=O)N/C(=C\c2ccc(-c3ccc([N+](=O)[O-])cc3)o2)C(=O)NC2CCS(=O)(=O)C2)cc1 (stereo not drawn),0.2,-2,1.1,i,31,-2,-125,-100,28
O=C(CSc1c[nH]c2ccccc12)N1CCCc2ccccc21,0.3,0,-1.1,i,-2,2,-12,29,8
COc1ccccc1C(=O)NCCC(=O)Nc1cccc(C)n1,-0.1,-1,0.9,i,8,1,-1,6,-5
Nc1nc(-c2ccco2)nn1C(=O)c1cccnc1,-0.8,-12,0.4,i,3,3,-1,0,-5
Cn1c(SCc2ccc(C#N)cc2)nnc1-c1ccncc1,0.1,-1,0.5,i,5,1,-4,-8,-7
O=C(O)/C=C/c1ccc(Cn2ccnc2)cc1,-0.8&-0.4,-1&7,-0.8&0.9,i,8&-4,0&0,-1&0,-3&6,-4&-6
CCCn1c(SCC(=O)N2CCCC(C)C2)nnc1-c1ccccn1 (stereo not drawn),-0.2,-3,0.2,i,-3,3,7,-7,-6
CC1Cc2nc(SCC(=O)N3CCCc4ccccc43)n(C)c(=O)c2S1 (stereo not drawn),-0.6,0,2.5,i,-3,-1,1,17,5
CCOC(=O)c1c(N2C(=O)Nc3cc(Cl)c(Cl)cc3N2O)sc2c1CCCCC2,-0.6,-5,nt,i,9,3,8,9,39
CCn1nc(C)c(NC(=O)CCCSc2nc(-c3ccco3)cc(C(F)(F)F)n2)c1C,-1.4,-7,1.2,i,-2,6,5,-6,-8
O=C(CNC(=O)c1ccc(Br)o1)Nc1ncccc1O,0.1,-9,0.8,i,-3,1,12,5,-10
CCOc1ccccc1NC(=O)COC(=O)c1cc[n+]([O-])cc1,-0.1,-3,0.0,i,-5,-1,-15,-8,-3
COc1cc(NS(=O)(=O)c2ccc(NC(=O)/C(=C/c3ccccc3Cl)NC(=O)c3ccccc3)cc2)nc(OC)n1,0.3,0,-0.1,i,-3,4,-8,11,-4
CC(=O)Nc1cccc(C(=O)Nc2cccnc2)c1,2.5,-3,-0.7,i,1,0,0,-64,-6
Cc1ccc(SC(=O)c2c([N+](=O)[O-])c(C)nn2C)cc1,0.2,-4,0.3,i,-1,1,2,34,22
COc1ccc(NC(=O)c2ccccc2NC(=O)C2CCCO2)cc1 (stereo not drawn),-0.5,-6,0.8,i,-1,1,-2,-3,-3
Cc1ccc(S(=O)(=O)Nc2nncs2)cc1,-0.1,-4,0.4,i,2,-2,-1,8,-9

# 14 entries already listed, sorted by length of the SMILES, ascending.
SMILES,Tb MetRS inh,MsrA act,MsrA inh,Neddyl block,CSN deneddyl inh,Rin1 Abl inh,eLon inh,PABP1 MLLE inh,FAS-TE inh
Cc1ccc(S(=O)(=O)Nc2nncs2)cc1,-0.1,-4,0.4,i,2,-2,-1,8,-9
O=C(O)/C=C/c1ccc(Cn2ccnc2)cc1,-0.8&-0.4,-1&7,-0.8&0.9,i,8&-4,0&0,-1&0,-3&6,-4&-6
Cc1nc2cc(Cl)c(Cl)cc2n1-c1ccccn1,0.6,-1,-1.2,i,-4,-2,2,-1,0
Cn1c(SCc2ccc(C#N)cc2)nnc1-c1ccncc1,0.1,-1,0.5,i,5,1,-4,-8,-7
CC1=CC(=O)C2=C(C)CCC3C(C)C(=O)OC3C12 (stereo not drawn),0.0,-2,-1.4,i,4,2,-1,12,-6
COc1ccc(NC(=O)c2ccccc2NC(=O)C2CCCO2)cc1 (stereo not drawn),-0.5,-6,0.8,i,-1,1,-2,-3,-3
CC1S/C(=N/N=C/c2ccco2)N(Cc2ccc(F)cc2)C1=O (stereo not drawn),0.0,-4,0.5,i,5,2,-7,-20,23
Cc1ccc(SC(=O)c2c([N+](=O)[O-])c(C)nn2C)cc1,0.2,-4,0.3,i,-1,1,2,34,22
CC1Cc2nc(SCC(=O)N3CCCc4ccccc43)n(C)c(=O)c2S1 (stereo not drawn),-0.6,0,2.5,i,-3,-1,1,17,5
COc1ccccc1NC(=O)c1nnn(CC(=O)Nc2cc(C)cc(C)c2)c1N,0.0,-5,0.6,i,-1,-1,-1,4,-6
COc1cc([N+](=O)[O-])ccc1NC(=O)CSc1n[nH]c(C(C)C)n1,-0.2,-3,-1.4,i,-1,-1,-4,-8,-2
CCOC(=O)c1c(N2C(=O)Nc3cc(Cl)c(Cl)cc3N2O)sc2c1CCCCC2,-0.6,-5,nt,i,9,3,8,9,39
COc1ccc(N2C(=O)C(Cl)=C(Nc3c(C)n(C)n(-c4ccccc4)c3=O)C2=O)cc1,-0.3,-3,0.9,i,0,1,0,8,14
Cc1ccc(C(=O)N/C(=C\c2ccc(-c3ccc([N+](=O)[O-])cc3)o2)C(=O)NC2CCS(=O)(=O)C2)cc1 (stereo not drawn),0.2,-2,1.1,i,31,-2,-125,-100,28

# Molecules from the list above that have fluorine:
SMILES,Tb MetRS inh,MsrA act,MsrA inh,Neddyl block,CSN deneddyl inh,Rin1 Abl inh,eLon inh,PABP1 MLLE inh,FAS-TE inh
CC1S/C(=N/N=C/c2ccco2)N(Cc2ccc(F)cc2)C1=O (stereo not drawn),0.0,-4,0.5,i,5,2,-7,-20,23
CCn1nc(C)c(NC(=O)CCCSc2nc(-c3ccco3)cc(C(F)(F)F)n2)c1C,-1.4,-7,1.2,i,-2,6,5,-6,-8

# (cont.)
SMILES,Tb MetRS inh,MsrA act,MsrA inh,Neddyl block,CSN deneddyl inh,Rin1 Abl inh,eLon inh,PABP1 MLLE inh,FAS-TE inh
COc1ccccc1NC(=O)C1=C(C)Nc2ncnn2C1c1ccccc1C (stereo not drawn),-1.2,-13,0.2,i,-7,7,-6,-4,-5
COCCn1c(-c2ccccc2)cnc1SCC(=O)Nc1cccc2ccccc12,-1.5,-6,0.8,i,-14,2,-1,5,6
Cc1ccc(C(=O)C(OC(=O)c2cnccn2)c2ccccc2)cc1 (stereo not drawn),0.4,-3,0.6,i,0,-1,2,7,-2
COc1ccc(-c2cc(NC=O)c3ncc(-c4cccc(C(=O)N(C)C)c4)n3c2)c(OC)c1,-0.2,-1,2.1,i,4,-1,-9,-24,4
COc1ccccc1CNC(=O)c1cc(C)nc2ccccc12,0.8,-2,1.1,i,7,0,-2,-15,-4
C=CCn1c(=O)c2ccccc2n2c(SCC(=O)NCC)nnc12,0.2,-3,1.3,i,-1,3,-6,-7,-2
COc1cc(NC(=O)c2cc([N+](=O)[O-])ccc2NC(=O)CN2CCN(c3ccccn3)CC2)cc(OC)c1,-0.4,-5,3.0,i,3,3,1,8,46
COC(=O)[C@H](CC(C)C)NC(=O)Nc1ccc(S(N)(=O)=O)cc1,-0.3,-11,-1.5,i,4,-1,1,-2,-8
CCOc1ccc(CCNC(=O)CN2C(=O)CCSc3ccccc32)cc1OCC,0.4,-1,0.3,i,1,6,-2,-13,-6
O=C(/C=C/Nc1ccccc1)c1ccccc1,-0.4,4,2.8,i,1,2,-1,-11,0
CCCCC(=O)Nc1cccc(-c2nnc(-c3ccccc3)o2)c1,-0.7,-7,0.0,i,1,6,-1,-3,9
O=C(/C=C/c1cccc(F)c1)OCC(=O)c1ccc[nH]1,0.0,4,-0.3,i,5,1,4,-12,-2
COc1ccc(NC(=S)Nc2ccc(F)cc2)cc1,0.6,-1,-0.6,i,1,2,-3,7,-4
CC(C)(C)OC(=O)[C@H](Cc1ccccc1)NC(=O)c1nc[nH]c1C(=O)NCCCCCN,-0.5,-8,-0.7,i,-3,1,9,-11,-13
COc1ccccc1C(=O)Nc1ccc(C(=O)N2CCCC2)cc1,-0.5,-3,0.0,i,2,7,-13,14,-7
CC1CCCCN1CC(=O)Nc1cc(S(=O)(=O)N2CCOCC2)ccc1N1CCCC1 (stereo not drawn),-0.8,-7,0.9,i,3,2,-12,-11,-7
O=c1cc(CN2CCN(Cc3ccccc3)CC2)c2ccc(O)cc2o1,0.1,-3,2.0,nt,3,4,-3,-7,-2
CC(=O)c1ccc(O)c(CO)c1,-1.0,-3,1.2,i,0,-1,-9,4,-6
COCc1nnc(NC(=O)CSCc2ccccc2)s1,-0.1,-1,-0.7,i,4,-2,1,18,-5
Cc1nn(Cc2ccccc2)c(C)c1NC(=O)CSc1n[nH]c(C)c1[N+](=O)[O-],-0.2,3,0.5,i,-4,-1,-6,-2,-6
Cc1ccsc1CCNC(=O)C1CCC(=O)N(CCc2cccc(F)c2)C1 (stereo not drawn),-0.3,-2,-0.5,i,-2,1,9,-7,-3
Cc1cc(C)c(CSc2nnnn2-c2ccc(C(=O)O)cc2)c(C)c1,0.2,0,1.0,i,3,3,-10,0,-3
CCc1ccc(OCc2n[nH]c(=S)n2C(C)CCCC(C)C)cc1 (stereo not drawn),1.0,-1,0.3,i,1,0,0,-51,31
Cc1cc(=O)n2c(c1C#N)SC1CCCCC12O (stereo not drawn),0.7,-2,1.0,i,4,-1,-5,17,-4
